Screening results as filed in PubChem.
Cycloheximide cs = counter-screen for Shiga toxin inhibitors: cycloheximide protein synthesis inhibition; max response, %; 300,000 tested, 12% active; AID 2314; cell reporter, cycloheximide protein synthesis inhibition counterscreen; in the data active = max response mostly above about 13%, no sharp cut-off; inactive = mostly below about 14%; note: read at 38.3 µM for the half of the compounds with a filed dose; 0% is about no effect
Shiga inhibitor = Shiga toxin inhibition | Vero cells, Shiga toxin protein synthesis inhibition reporter | inhibition, % at 38.7 µM | 290,000 tested, 9.2% active; in the data active = inhibition mostly above about 28%, no sharp cut-off; inactive = mostly below about 43%; note: 0% is about no effect
AMA1 RON2 block = disrupts binding of P. falciparum AMA1 to RON2 | AlphaScreen AMA1-biotinylated RON2 peptide binding | 360,000 tested, 0.2% active | Potency, µM (doses to about 58.2 µM), without a hit: top-dose activity change, negative = inhibition, actives largely listed as inhibitors;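 note: potency is the fitted concentration of half-maximal effect; 0% = vehicle wells and -100% = peptide control; nearly all actives have a fitted effect of over 45% in size; some results filed as inactive show a strong effect at the top dose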
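AMA1 (3D7) with his tag at 25 nM final met compounds first, then biotinylated RON2 peptide at 25 nM; detection used donor plus acceptor beads, 10 µg/mL apiece, read by AlphaScreen after 30 min at room temperature.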
TbPYK inhibitor = T. brucei pyruvate kinase inhibition | Q57TT1 | TbPYK enzyme, Kinase-Glo Plus ATP luminescence, 45 min | Potency, µM (series often up to 76.8 µM), without a hit: at the highest dose activity, negative = inhibition, most hits filed as inhibitors | 410,000 tested, 0.12% active; note: potency is the fitted concentration of half-maximal effect; % is set by controls: 0 for no effect and ±100 for the full control effect; nearly all actives have a fitted effect of over 50% in size
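In this concentration-response screen, enzyme-free wells defined baseline while DMSO plates tracked drift. Each reaction combined TbPYK, substrate, compound and 130 uM ADP for 45 min at room temperature. Kinase-Glo Plus luminescence gave the signal.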
Pf growth 48h = inhibits P. falciparum growth in the first generation, 48 h | P. falciparum luciferase growth in erythrocytes, 48 h | Potency, µM (highest dose often 28.7 µM), without a hit: top-dose activity change, negative = inhibition, usual class: inhibitors | 310,000 tested, 5.9% active; note: potency is the fitted concentration of half-maximal effect; % is set by controls: 0 for no effect and ±100 for the full control effect
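A one-generation exposure of luciferase-tagged malaria parasites in RPMI 1640/Albumax erythrocyte culture, 37 C and 5% CO2. Inhibition is inferred from decreased luminescence after adding detection reagent.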
Pf growth 96h = P. falciparum growth inhibition at 96 hours; AID 504834; Potency, µM (series often up to 28.7 µM), inactives show top-dose activity change, negative = inhibition, usual class: inhibitors; P. falciparum luciferase reporter growth, 96 h; 320,000 tested, 6.9% active; note: potency is the fitted concentration of half-maximal effect; % is set by controls: 0 for no effect and ±100 for the full control effect
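Cell-based qHTS: luciferase-tagged P. falciparum in erythrocytes (2% hematocrit, 0.05% parasitemia final) incubated with compounds for 96 hours, 37 C, 5% CO2; luciferase detection reagent then added and luminescence measured.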
LmPK inhibitor = inhibitors of Leishmania mexicana pyruvate kinase. Q27686. 290,000 tested, 0.37% active. Potency, µM (top dose mostly 57.5 µM), for inactives: top-dose activity change, negative = inhibition, usual class: inhibitors. AID 1721. purified LmPK, Kinase-Glo ATP luminescence, 1 h; note: potency is the fitted concentration of half-maximal effect; % is set by controls: 0 for no effect and ±100 for the full control effect
Target sequence (Q27686 whole entry, looked up): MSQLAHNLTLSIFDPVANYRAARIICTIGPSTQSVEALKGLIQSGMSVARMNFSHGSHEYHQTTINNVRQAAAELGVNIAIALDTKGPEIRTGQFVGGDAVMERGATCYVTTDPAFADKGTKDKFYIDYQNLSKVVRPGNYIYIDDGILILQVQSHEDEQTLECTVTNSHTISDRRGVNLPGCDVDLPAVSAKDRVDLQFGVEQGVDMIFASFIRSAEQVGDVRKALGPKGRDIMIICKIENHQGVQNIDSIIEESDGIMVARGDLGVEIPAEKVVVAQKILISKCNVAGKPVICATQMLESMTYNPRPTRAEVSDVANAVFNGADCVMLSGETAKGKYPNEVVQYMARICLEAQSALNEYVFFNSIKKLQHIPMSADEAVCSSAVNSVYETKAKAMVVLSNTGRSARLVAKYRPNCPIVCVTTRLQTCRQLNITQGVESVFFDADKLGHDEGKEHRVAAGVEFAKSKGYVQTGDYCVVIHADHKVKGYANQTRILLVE
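ATP generated from ADP (0.1 mM) and PEP (0.5 mM) by 0.1 nM LmPK over 1 h at room temperature (pH 7.2 imidazole buffer) was detected by coupled luciferase luminescence. Values were normalized to uninhibited and no-enzyme wells.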
An asterisk follows results filed as active; [ ] = dose if it differs, or a comment. Unless noted, calls come from the whole dose curve; as a rule, active = well fitted curve in the direction sought with a large enough effect; inconclusive = small, poorly fitted or top-dose-only effect, or another doubt; inactive = no such curve, though single readings can be large; an effect the other way counts as inactive or inconclusive.

Results for CCOc1ccc(S(=O)(=O)N2CCN(Cc3ccc4c(c3)OCO4)CC2)cc1C ?
Cycloheximide cs: 7; Shiga inhibitor: 2; AMA1 RON2 block: inconclusive; TbPYK inhibitor: -5%; Pf growth 48h: 33%[activator]; Pf growth 96h: 12%; LmPK inhibitor: 7%

How did COc1ccc(CN2CCN(C(=O)c3ccc(-c4ccccc4)cc3)CC2)c(OC)c1OC do in these assays?
Cycloheximide cs: 9; Shiga inhibitor: 11; AMA1 RON2 block: 0%; TbPYK inhibitor: -4%; Pf growth 48h: -1%; Pf growth 96h: inconclusive; LmPK inhibitor: -2%

Results for Cc1ccc2nc(-c3cccc(S(=O)(=O)N4CCCC4)c3)cn2c1 ?
Cycloheximide cs: 17*; Shiga inhibitor: 44; AMA1 RON2 block: -8%; TbPYK inhibitor: 1%; Pf growth 48h: 45%[activator]; Pf growth 96h: 30%[activator]; LmPK inhibitor: 10%

How did Cc1cccc2cc3cccc(C)c3nc12 do in these assays?
Cycloheximide cs: 0; Shiga inhibitor: 3; AMA1 RON2 block: 13%; TbPYK inhibitor: 4%; Pf growth 48h: 31%; Pf growth 96h: inconclusive; LmPK inhibitor: -4%

How did Cc1ccc(S(=O)(=O)Nc2ccc(C(=O)Nc3cc(C)on3)cc2)cc1 do in these assays?
Cycloheximide cs: -1; Shiga inhibitor: -5; AMA1 RON2 block: -1%; TbPYK inhibitor: 3%; Pf growth 48h: -7%; Pf growth 96h: -12%; LmPK inhibitor: 6%

Results for CCOc1ccccc1N(CC(=O)NC(C)(C)C)C(=O)CCC(=O)Nc1nccs1 ?
Cycloheximide cs: -3; AMA1 RON2 block: 3%; TbPYK inhibitor: -1%; Pf growth 48h: inconclusive; Pf growth 96h: 0%; LmPK inhibitor: 1%

What do the screens show for `O=C(/C=C/c1ccncc1)c1cc(Cl)ccc1O`?
Cycloheximide cs: 10; Shiga inhibitor: 20; AMA1 RON2 block: -5%; TbPYK inhibitor: 8%; Pf growth 48h: inconclusive; Pf growth 96h: 9.3µM*; LmPK inhibitor: 6%

What do the screens show for `O=C(N[C@H](Cc1ccc(Cl)cc1)C(=O)O)OCC1c2ccccc2-c2ccccc21`?
Cycloheximide cs: -2; Shiga inhibitor: -2; AMA1 RON2 block: 0%; TbPYK inhibitor: 1%; Pf growth 48h: 31%[activator]; Pf growth 96h: 33%[activator]; LmPK inhibitor: -1%

Results for Cn1nc(OCCOc2ccccc2)ccc1=O ?
Cycloheximide cs: 0; Shiga inhibitor: 7; AMA1 RON2 block: 6%; TbPYK inhibitor: 3%; Pf growth 48h: 63%[activator]; LmPK inhibitor: -5%

What do the screens show for `CC1CCN(CC(=O)NC2CCCCC2)CC1`?
Cycloheximide cs: 11; AMA1 RON2 block: -16%; TbPYK inhibitor: -3%; Pf growth 48h: -5%; Pf growth 96h: 0%; LmPK inhibitor: 1%

Results for CCOC(=O)c1[nH]cnc1C(=O)Nc1ccccc1OC ?
Cycloheximide cs: 11; Shiga inhibitor: 22; AMA1 RON2 block: 80%[activator]; TbPYK inhibitor: 1%; Pf growth 48h: 1%; Pf growth 96h: 21%; LmPK inhibitor: 1%

How did CCCn1c(NC(=S)Nc2ccccc2)nc2ccccc21 do in these assays?
Cycloheximide cs: -1; Shiga inhibitor: -13; AMA1 RON2 block: 15%; TbPYK inhibitor: -18%; Pf growth 48h: inconclusive; Pf growth 96h: 42%[activator]; LmPK inhibitor: -1%

Results for O=c1c2ccccc2nnn1CSc1nnc(-c2cccc(S(=O)(=O)N3CCCCC3)c2)o1 ?
Cycloheximide cs: 5; Shiga inhibitor: 0; AMA1 RON2 block: -8%; TbPYK inhibitor: -15%; Pf growth 48h: inconclusive; Pf growth 96h: inconclusive; LmPK inhibitor: -1%

What do the screens show for `CC(C)N(C(=O)N1CCC(c2nc(-c3ccncc3)no2)CC1)C(C)C`?
Cycloheximide cs: -2; Shiga inhibitor: -8; AMA1 RON2 block: -5%; TbPYK inhibitor: 2%; Pf growth 48h: -4%; Pf growth 96h: inconclusive; LmPK inhibitor: 1%

What do the screens show for `CCN1C(=O)C(CC(=O)Nc2ccc(OC)cc2)N(CCCN2CCN(c3ccc(OC)cc3)CC2)C1=S` (centres undefined)?
Cycloheximide cs: 7; Shiga inhibitor: 11; AMA1 RON2 block: -7%; TbPYK inhibitor: -6%; Pf growth 48h: inconclusive; Pf growth 96h: inconclusive; LmPK inhibitor: 9%

What do the screens show for `CCCN(Cc1cc2cc(C)ccc2[nH]c1=O)C(=O)c1ccccn1`?
Cycloheximide cs: 2; Shiga inhibitor: -13; AMA1 RON2 block: 10%; TbPYK inhibitor: -28%; Pf growth 48h: 1%; Pf growth 96h: 14%; LmPK inhibitor: -7%

Results for N#Cc1ccc(CSc2nnc(-c3cccc(S(=O)(=O)N4CCCCC4)c3)o2)cc1 ?
Cycloheximide cs: 7; Shiga inhibitor: -7; AMA1 RON2 block: 3%; TbPYK inhibitor: -3%; Pf growth 48h: 13µM*; Pf growth 96h: inconclusive; LmPK inhibitor: 0%

Results for O=C(CSc1ncnc2c1oc1ccccc12)Nc1cccc(Cl)c1 ?
Cycloheximide cs: 9.2*; Shiga inhibitor: 49; AMA1 RON2 block: 4%; TbPYK inhibitor: 5%; Pf growth 48h: -20%; Pf growth 96h: 9%; LmPK inhibitor: 2%

What do the screens show for `CCCCNC(=O)C(C#N)c1nc2ccccc2nc1N1CCN(c2ccccc2F)CC1` (centres undefined)?
Cycloheximide cs: -3; Shiga inhibitor: -18; AMA1 RON2 block: 6%; TbPYK inhibitor: 2%; Pf growth 48h: inconclusive; Pf growth 96h: -5%; LmPK inhibitor: 7%

How did O=C(Nc1ccc2c(c1)CCC2)c1cnn2c1NC(c1ccco1)CC2C(F)(F)F (centres undefined) do in these assays?
Cycloheximide cs: 52*; Shiga inhibitor: 90*; AMA1 RON2 block: 0%; TbPYK inhibitor: -15%; Pf growth 48h: 18%; LmPK inhibitor: -3%

Results for CC1CCC(NC(=O)c2cc3c(s2)CS(=O)(=O)C3)CC1 (centres undefined) ?
Cycloheximide cs: 12; Shiga inhibitor: 11; AMA1 RON2 block: 18%; TbPYK inhibitor: 0%; Pf growth 48h: -9%; Pf growth 96h: 12µM*; LmPK inhibitor: 4%

Results for CCC(C(=O)Nc1ccc(C(=O)Nc2ccccc2C(=O)O)cc1)c1ccccc1 (centres undefined) ?
Cycloheximide cs: -2; Shiga inhibitor: 11; AMA1 RON2 block: -5%; TbPYK inhibitor: 5%; Pf growth 48h: 26%; Pf growth 96h: inconclusive; LmPK inhibitor: -2%

What do the screens show for `CC(C)(C)c1ccc(C(=O)N/C(=C\c2ccco2)C(=O)O)cc1`?
Cycloheximide cs: -2; Shiga inhibitor: 35; AMA1 RON2 block: -17%; TbPYK inhibitor: -7%; Pf growth 48h: 0%; Pf growth 96h: -28%; LmPK inhibitor: -3%

How did CN(C)/C=C1/C(=O)NC(=O)N(CCNc2ncc(C(F)(F)F)cc2Cl)C1=O do in these assays?
Cycloheximide cs: -3; Shiga inhibitor: 24; AMA1 RON2 block: 6%; TbPYK inhibitor: -8%; Pf growth 48h: -5%; Pf growth 96h: 29%[1.15 µM]; LmPK inhibitor: -1%

Reprinted at random: 2 records from the list.
Results for N#Cc1ccc(CSc2nnc(-c3cccc(S(=O)(=O)N4CCCCC4)c3)o2)cc1 ?
Cycloheximide cs: 7; Shiga inhibitor: -7; AMA1 RON2 block: 3%; TbPYK inhibitor: -3%; Pf growth 48h: 13µM*; Pf growth 96h: inconclusive; LmPK inhibitor: 0%

Results for Cc1ccc2nc(-c3cccc(S(=O)(=O)N4CCCC4)c3)cn2c1 ?
Cycloheximide cs: 17*; Shiga inhibitor: 44; AMA1 RON2 block: -8%; TbPYK inhibitor: 1%; Pf growth 48h: 45%[activator]; Pf growth 96h: 30%[activator]; LmPK inhibitor: 10%

The listing continues.
What do the screens show for `O=C(C1CCCCC1)N1CCN(c2nc(-c3ccc(F)cc3)cs2)CC1`?
Cycloheximide cs: 16; Shiga inhibitor: 2; AMA1 RON2 block: -10%; TbPYK inhibitor: -9%; Pf growth 48h: -1%; Pf growth 96h: 4%; LmPK inhibitor: 0%

What do the screens show for `CC1CCc2c(nc3ncnn3c2NCCc2ccccc2F)C1` (centres undefined)?
Cycloheximide cs: 0; Shiga inhibitor: 2; AMA1 RON2 block: 1%; TbPYK inhibitor: 1%; Pf growth 48h: inconclusive; Pf growth 96h: 25%; LmPK inhibitor: 4%

Results for CN(C)S(=O)(=O)c1ccc(N2CCCC2)c(C(=O)NCc2cccc(C(F)(F)F)c2)c1 ?
Cycloheximide cs: -3; Shiga inhibitor: 6; AMA1 RON2 block: -8%; TbPYK inhibitor: 0%; Pf growth 96h: inconclusive; LmPK inhibitor: -1%

Results for CCCc1cc(=O)[nH]c(SCC(=O)Nc2cccc(S(=O)(=O)N3CCCCC3)c2)n1 ?
AMA1 RON2 block: 0%; TbPYK inhibitor: 2%; Pf growth 48h: -7%; Pf growth 96h: inconclusive

How did Cc1cc(O)c(-c2cc(C(=O)NCCc3ccc(S(N)(=O)=O)cc3)[nH]n2)cc1C do in these assays?
Cycloheximide cs: -2; Shiga inhibitor: -3; AMA1 RON2 block: 134%[activator]; TbPYK inhibitor: -5%; Pf growth 48h: inconclusive; Pf growth 96h: inconclusive; LmPK inhibitor: 2%

What do the screens show for `COc1cc(C(=O)NCC(=O)N/N=C\C(C)=C/c2ccccc2)cc(OC)c1OC`?
Cycloheximide cs: -3; Shiga inhibitor: -6; AMA1 RON2 block: -12%; TbPYK inhibitor: -4%; Pf growth 48h: -16%; Pf growth 96h: 17%; LmPK inhibitor: -5%

Results for CC(=O)Nc1ccc(-c2nc3ccc(NC(C)=O)cc3o2)cc1 ?
Cycloheximide cs: 34*; Shiga inhibitor: 79*; AMA1 RON2 block: -5%; TbPYK inhibitor: -8%; Pf growth 48h: 67%[activator]; Pf growth 96h: 35%[activator]; LmPK inhibitor: -2%

Results for Cn1nccc1C(=O)NC(=S)Nc1cc(Cl)cc(Cl)c1 ?
Cycloheximide cs: -3; Shiga inhibitor: 2; AMA1 RON2 block: 21%; TbPYK inhibitor: 3%; Pf growth 48h: inconclusive; Pf growth 96h: -15%; LmPK inhibitor: 0%

How did Cc1ccc(N2CCN(C(=O)NC3CCCCC3)CC2C)cc1 (centres undefined) do in these assays?
Cycloheximide cs: 4; Shiga inhibitor: 30; AMA1 RON2 block: 6%; TbPYK inhibitor: -7%; Pf growth 48h: -7%; Pf growth 96h: -3%; LmPK inhibitor: 2%

Results for Cn1cc(-c2ccccc2C(=O)O)c(=O)c2ccccc21 ?
Cycloheximide cs: -2; Shiga inhibitor: -1; AMA1 RON2 block: 0%; TbPYK inhibitor: 4%; Pf growth 96h: 8%; LmPK inhibitor: -7%

How did CCN(CC)c1nc(N)nc(N(c2ccccc2)c2ccccc2)n1 do in these assays?
Cycloheximide cs: -2; Shiga inhibitor: -4; AMA1 RON2 block: -2%; TbPYK inhibitor: 4%; Pf growth 96h: 333%[activator]; LmPK inhibitor: 4%

Results for Cc1cc(C)nc(Sc2ccc3nnc(C(F)(F)C(F)(F)C(F)(F)F)n3n2)n1 ?
Cycloheximide cs: -2; Shiga inhibitor: 0; AMA1 RON2 block: 8%; TbPYK inhibitor: -2%; Pf growth 48h: 0%; Pf growth 96h: 4%; LmPK inhibitor: 3%

The order is random, and some 21% of all compounds hit somewhere here.
